Assay outcomes (PubChem)
Jurkat NFkB inh: inhibitors of induced NF-kB luciferase reporter, primary screen, TCR NF-kB activation inhibitor project, cell-based, luminescence, uHTS; Jurkat, PMA/ionomycin-induced NF-kB luciferase reporter; inhibition, % at 4 µM; 330,000 tested, 0.53% active; AID 435003, 2010; in the data active = inhibition above about 50%
Mdm2 MdmX PPI: inhibitors of human Mdm2-MdmX association, primary screen, cell-based, luminescence, split luciferase, SaOS-2, uHTS; inhibition, % at 8 µM; SaOS-2 split-luciferase Mdm2/MdmX complementation; 330,000 tested, 3% active; Protein Mdm4 (Homo sapiens) + E3 ubiquitin-protein ligase Mdm2 (Homo sapiens), …;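 active = inhibition of at least 50% at 8 µM in the primary screen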
Target sequence (O15151 whole entry, looked up): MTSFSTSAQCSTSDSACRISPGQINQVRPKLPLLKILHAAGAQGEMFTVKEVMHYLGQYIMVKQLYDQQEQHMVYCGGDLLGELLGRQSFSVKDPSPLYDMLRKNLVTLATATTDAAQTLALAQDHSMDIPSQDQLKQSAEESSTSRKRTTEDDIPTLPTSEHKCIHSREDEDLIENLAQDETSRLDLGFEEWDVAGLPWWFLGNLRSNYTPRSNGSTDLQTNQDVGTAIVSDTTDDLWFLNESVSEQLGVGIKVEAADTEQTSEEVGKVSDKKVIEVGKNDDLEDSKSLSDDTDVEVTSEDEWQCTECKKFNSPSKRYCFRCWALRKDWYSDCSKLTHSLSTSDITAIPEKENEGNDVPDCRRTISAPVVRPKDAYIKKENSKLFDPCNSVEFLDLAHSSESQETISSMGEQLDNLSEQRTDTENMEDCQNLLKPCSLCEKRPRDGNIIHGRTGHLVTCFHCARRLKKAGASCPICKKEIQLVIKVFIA
Target sequence (Q00987 whole entry, looked up): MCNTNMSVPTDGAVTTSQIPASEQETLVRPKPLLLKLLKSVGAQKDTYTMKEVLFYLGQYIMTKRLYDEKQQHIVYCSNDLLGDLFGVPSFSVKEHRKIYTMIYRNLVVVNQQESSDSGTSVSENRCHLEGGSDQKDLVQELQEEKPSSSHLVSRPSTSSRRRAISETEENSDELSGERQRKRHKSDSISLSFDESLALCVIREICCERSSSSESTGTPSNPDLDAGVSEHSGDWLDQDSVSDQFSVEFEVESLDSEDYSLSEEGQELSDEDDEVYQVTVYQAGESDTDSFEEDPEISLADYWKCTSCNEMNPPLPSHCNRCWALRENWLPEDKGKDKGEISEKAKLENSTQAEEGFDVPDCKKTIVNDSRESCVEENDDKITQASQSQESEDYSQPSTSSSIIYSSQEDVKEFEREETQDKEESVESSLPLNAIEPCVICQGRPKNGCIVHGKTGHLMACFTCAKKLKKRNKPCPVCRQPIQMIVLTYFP
Gli-Sufu antag: Gli-Sufu pathway antagonists, primary screen, luciferase luminescence, Sufu-KO-LIGHT cells, uHTS; Sufu-KO-LIGHT fibroblasts, Gli luciferase reporter luminescence; inhibition, % at 5 µM; 340,000 tested, 0.74% active;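 active = inhibition above about 55%, limit read from the data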;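 note: 0% = DMSO-treated cells and 100% = wells with medium but no cells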
XBP1 UPR activ: activators of adaptive XBP1 UPR arm, primary screen, cell-based, CHO-XBP1 luciferase reporter, luminescence, uHTS; 330,000 tested, 0.33% active; IRE1-XBP1 UPR activation; percent of tunicamycin response, DMSO as zero; activation, % at 20 µM; AID 463104, 2010;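 active = versus positive control, 20 µM dose yields 30% or more activation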;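 note: 100% = tunicamycin at 10 µg/mL and 0% = DMSO only wells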
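Test system: CHO-XBP1 luciferase reporter cells | Buffer or medium: Serum-containing F12 medium, 10% FBS | Schedule: 6 h compound exposure at 37 °C, 5% CO2 | Detection: Steady-Glo luciferase glow luminescence, 10 min after reagent addition | Read-out basis: Activation, % of tunicamycin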
CHOP UPR activ: activators of apoptotic CHOP UPR arm, primary screen, cell-based, CHO-CHOP luciferase reporter, luminescence, uHTS | UPR activation; percent of tunicamycin response over DMSO baseline | activation, % at 10 µM | AID 449763, 2010 | 330,000 tested, 0.34% active;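 active = at 10 µM dose, activation of 40% or more, normalized to positive control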;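 note: 100% = tunicamycin at 10 µg/mL and 0% = DMSO alone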
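Assay system: CHO-CHOP cells, stable luciferase reporter of PERK-eIF2a-CHOP signalling / Buffer or medium: F12 plus 10% serum / Compound dosing: one dose, 10 µM in 0.5% DMSO / Times: 6 h compound treatment, 37 °C / Technique: luciferase luminescence / Read-out: % reporter activation, DMSO baseline versus tunicamycin full activation / Benchmarks: tunicamycin and DMSO controls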
697 NFkB inh: inhibitors of PMA/ionomycin-induced NF-kB reporter, 697 cells, primary screen, B-cell NF-kB inhibitor project, cell-based, luminescence, uHTS; 697 B-cell NF-kB luciferase reporter, 16 h; inhibition, % at 4 µM; 330,000 tested, 0.33% active; AID 435022, 2010; in the data active = inhibition above about 35%
CXCR6 block: CXCR6 receptor inhibitors, primary screen, cell-based, beta-arrestin, luminescence, CHO-K1 PathHunter, 1536-well; inhibition, % at 20 µM; 360,000 tested, 0.36% active; C-X-C chemokine receptor type 6 (Homo sapiens), O00574; AID 602244, 2012; in the data active = inhibition above about 34%, passing the limit was not always enough;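 note: antagonist mode with CXCL16 agonist at 10 nM final; 0% = 10 nM CXCL16 with DMSO and 100% = unstimulated wells without agonist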
CCR6 antagonist: CCR6 receptor antagonists, primary screen, cell-based, CHO-K1, luminescence, beta-arrestin, uHTS. CHO-K1 CCR6 PathHunter beta-arrestin, CCL20-stimulated. inhibition, % at 20 µM. 340,000 tested, 0.49% active. AID 493098, 2011;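 active = compounds whose inhibition of the agonist-driven luminescence signal at 20 µM reaches about 50%, limit read from the data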;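 note: cells stimulated with CCL20 at 14 nM final; plate controls were DMSO with CCL20 for no effect and DMSO without agonist for full effect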
EBI2 antag: EBI2 receptor antagonists, beta-arrestin recruitment, primary screen, cell-based, luminescence, 7a,25-OHC stimulation, uHTS. 7a,25-OHC stimulated. 360,000 tested, 0.81% active. inhibition, % at 5 µM. G-protein coupled receptor 183 (Homo sapiens), P32249. AID 651636, 2012; in the data active = inhibition above about 38%;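 note: enzyme fragment complementation signal reports receptor beta-arrestin coupling in cells; 0% = agonist plus DMSO wells and 100% = wells without agonist; some results beyond the cut were filed as inactive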
Numbers without * were called inactive; . = no result given. Random draw from the library; any-hit rate near 5%.

SMILES	Jurkat NFkB inh	Mdm2 MdmX PPI	Gli-Sufu antag	XBP1 UPR activ	CHOP UPR activ	697 NFkB inh	CXCR6 block	CCR6 antagonist	EBI2 antag
C=CCn1c(SCC(=O)NCCc2ccccc2)nnc1C(C)NC(=O)c1cccs1 (stereo unspecified)	1.6	-3.2	-0.6	-2.7	0.9	12.8	3.5	-5.2	4.2
COc1ccc(C(=O)N/N=C/c2ccc(OC(=O)c3cccc4ccccc34)c([N+](=O)[O-])c2)cc1	-20.6	-11.2	-5.9	0.6	1.9	-23.9	-3.9	10.2	-10.7
CCN(CC(=O)Nc1ccc(NC(C)=O)cc1)C(=O)COc1ccccc1-c1ccccc1	4.9	15.0	-3.0	-1.4	0.4	15.1	-1.2	9.1	4.1
COc1cccc(C(C)NC(=O)c2c(F)cccc2Cl)c1 (stereo unspecified)	6.6	-11.1	-22.2	1.1	0.7	6.6	2.6	7.8	-1.0
O=C(CSCc1ccc(Br)cc1)Nc1ccccc1C(=O)N1CCOCC1	7.4	6.2	-5.2	-2.1	0.8	7.1	2.4	4.1	-7.5
CCOc1ccc(C2=Nn3c(CC)nnc3SC2)cc1	9.0	26.2	-1.5	2.8	0.0	-8.9	-4.2	2.7	6.4
O=C(NC1CCCCC1)C(c1ccncc1)N(Cc1ccc(F)cc1)C(=O)c1ccccn1 (stereo unspecified)	5.5	-8.6	3.2	-0.8	-0.9	-10.5	2.0	2.4	-3.0
O=S(=O)(CS(=O)(=O)Oc1ccccc1)Oc1ccccc1	.	.	-0.5	.	.	.	-13.8	5.3	8.1
Cc1sc2nc(C3CC3)nc(SCC(=O)N3CCc4ccccc4C3)c2c1C	-5.5	-2.5	24.7	-3.9	-2.3	-8.6	-9.3	-4.5	10.1
COCC(=O)Nc1ccc(N2CCN(c3ccccc3)CC2)c(F)c1	-14.1	23.1	-0.8	3.0	0.5	5.7	10.1	9.1	-1.5
Cc1cccc(-c2nc(Nc3ccc(N4CCOCC4)cc3)c3ccccc3n2)c1	-21.7	42.6	15.6	2.6	-1.7	-4.1	-10.2	-1.5	-0.1
O=C(COC(=O)C1c2ccccc2Oc2ccccc21)NC1CCS(=O)(=O)C1 (stereo unspecified)	8.1	0.7	7.7	-1.5	-2.0	5.7	-3.4	-3.5	-1.2
COC(=O)C1CCN(S(=O)(=O)CCNC(=O)c2ccc(F)cc2)CC1	10.8	-7.5	12.8	-1.3	1.0	8.2	-3.6	4.9	-4.6
O=C(Nc1cccc([N+](=O)[O-])c1)N1CCCc2ccccc21	-15.9	19.4	0.5	-5.7	-1.8	-12.5	3.6	1.8	1.2
COc1ccccc1C(=O)NC1CCN(C(=O)Nc2ccc(F)cc2)CC1	-1.0	3.7	16.2	-2.0	1.4	-6.3	-3.9	11.0	-7.7
CC(NC(=O)Nc1nnc(C(F)(F)F)s1)N1C(=O)C2C3C=CC(C3)C2C1=O (stereo unspecified)	-6.3	10.1	-12.5	5.9	2.2	-5.1	-0.9	11.6	-4.9
O=Nc1c(O)[nH]c2ccc(Cl)c(Cl)c12	.	.	8.6	.	.	.	7.6	18.1	5.3
CCCCCCSc1ccc([C@H]2N[C@@](Cc3ccccc3)(C(=O)OC)[C@H]3C(=O)N(C)C(=O)[C@@H]23)cc1OC	20.3	13.4	-2.7	4.9	8.5	-11.0	3.7	8.1	26.4
O=Cc1ccc(OCC(=O)N2CCOCC2)cc1	-20.7	-5.0	12.4	-3.0	-1.5	-1.5	-3.5	-3.1	-9.3
O=C1c2ccccc2C(O)(Cc2ccccc2)N1CCCN1CCOCC1 (stereo unspecified)	8.0	22.6	2.9	-4.2	-0.6	0.1	-7.3	-2.6	-5.8
COc1cc(S(=O)(=O)NC(Cc2c[nH]c3ccccc23)C(=O)O)ccc1NC(C)=O (stereo unspecified)	2.8	-1.5	-9.8	3.2	-1.9	13.4	-3.7	0.5	-17.9
CCCn1c(=O)c2ccccc2n2c(Sc3nnnn3-c3ccccc3)nnc12	13.4	3.7	17.6	0.5	2.6	11.9	-1.8	15.8	-3.9
C=CCN=C(C)C1=C(O)CCC1=O	0.5	0.2	21.9	1.4	-0.4	-1.6	-10.4	7.1	1.1
CCOc1ccc(NC(=O)c2ccc(N3CC4CC(C3)c3cccc(=O)n3C4)c(NC(=O)c3cccnc3)c2)cc1 (stereo unspecified)	-0.6	3.1	16.1	-1.4	-0.2	-17.4	9.9	0.3	-6.1
COc1ccc(-c2cc(C(F)F)n3ncc(C(=O)Nc4cnn(Cc5ccccc5)c4)c3n2)cc1	-20.5	34.0	.	6.7	8.2	-19.7	.	.	.
The list continues.
SMILES	Jurkat NFkB inh	Mdm2 MdmX PPI	Gli-Sufu antag	XBP1 UPR activ	CHOP UPR activ	697 NFkB inh	CXCR6 block	CCR6 antagonist	EBI2 antag
O=[N+]([O-])c1cccc(S(=O)(=O)N/N=C/c2ccc(O)cc2)c1	-0.9	19.8	4.1	1.0	0.4	-7.1	1.2	8.2	-3.7
Cc1cc(C)nc(-n2nc(C)c3c(=O)[nH]c(C(F)(F)F)nc32)n1	-15.0	8.2	-12.9	-0.1	-0.1	9.1	-2.9	-4.8	-2.3
COc1ccc(OC)c(-n2c(CNC3CCN(Cc4ccccc4)CC3)nc3ccccc3c2=O)c1	-7.5	6.5	6.9	0.1	0.3	-17.4	-2.6	6.2	-5.9
Cc1ccc(CNC(=O)c2c(-c3ccccc3)sc3ccccc23)o1	1.8	-23.1	0.8	-2.9	1.6	-1.1	-14.8	13.2	11.2
CC(=O)Nc1cccc(S(=O)(=O)N2CCCCCC2)c1	3.9	15.3	8.5	1.0	-0.8	13.3	-11.1	-6.7	-7.5
Clc1ccc(/C=C/c2ncc[nH]2)c(Cl)c1	-20.4	-0.9	-24.1	-1.4	8.4	-16.0	-14.6	16.1	4.1
O=C(CCc1nc2ccccc2c(=O)[nH]1)NCCN1C(=O)S/C(=C\c2ccccc2Cl)C1=O	-6.2	3.0	5.6	1.3	0.9	-4.8	-7.3	4.0	-4.6
Cc1cc(C(=O)N2CCCC(N3CCN(c4cccc(Cl)c4)CC3)C2)nn1C (stereo unspecified)	-16.8	-4.1	34.6	-3.7	-1.2	1.7	7.4	7.5	-12.3
COc1ccc(OCCNC(=O)/C=C/c2ccccc2)cc1	-14.0	6.8	-6.6	1.5	0.7	-13.7	-0.7	22.7	16.4
O=C(O)CCC(=O)N1N=C(c2cccs2)CC1c1cn(-c2ccccc2)nc1-c1ccccc1 (stereo unspecified)	-18.6	0.7	-2.6	1.1	-1.5	-4.8	-11.8	6.3	-1.5
O=C(c1cc(-c2ccncc2)nc2c(Cl)cccc12)N1CCN(c2ccccc2F)CC1	59.9*	43.0	.	5.9	0.2	1.0	4.6	.	0.4
O=C(NC1CCCCC1)c1sc(N2CCOCC2)nc1-c1ccccc1	-6.9	-15.2	-1.4	-0.9	2.6	-15.1	-6.8	3.6	3.5
CC[C@@]1(C(=O)OC)N[C@H](CN(C)C(=O)Nc2ccc(F)cc2)[C@@H]2C(=O)N(Cc3ccccc3)C(=O)[C@@H]21	-2.6	18.8	3.2	0.7	-1.1	0.4	-2.9	-3.6	3.4
CC1CCN(C(=O)CN(Cc2ccc(F)cc2)S(C)(=O)=O)CC1	21.2	3.1	8.1	-2.1	2.8	8.8	2.5	-11.1	3.8
CSCCC(NC(=O)CCNC(=O)c1ccccc1Cl)c1nc2ccccc2[nH]1 (stereo unspecified)	4.9	-36.1	7.8	-0.5	-2.9	-4.7	-22.1	1.2	-6.5
Cc1ccc(NC(=O)c2sc3nc(N4CCOCC4)c4c(c3c2N)CC(C)(C)OC4)cc1	-14.8	0.3	-11.4	0.5	11.8	-23.2	-14.2	-3.4	17.9
O=C(Nc1nc2ccccc2[nH]1)C1CCN(S(=O)(=O)c2cccs2)CC1	-21.5	-0.7	4.8	13.4	5.9	-61.0	0.1	1.3	8.0
C=C(C)c1cccc(C(C)(C)NC(=O)NCc2ccc(OC)c(OC)c2)c1	17.2	15.8	-2.0	-0.7	1.3	-1.1	-14.2	10.3	4.5
O=C(Nc1ncc2c(n1)CC(c1ccco1)CC2=O)c1ccco1 (stereo unspecified)	-5.9	-8.3	3.3	2.1	-1.0	-0.1	-1.3	2.3	-13.2
COc1ccc(NC(=O)CN(C)C(C)C(=O)N2CCCCC2)cc1 (stereo unspecified)	-16.3	-6.0	1.0	-1.6	0.6	-37.3	-2.5	8.7	-0.8
Cn1nc(C(=O)OCc2ccc(Br)cc2F)c2ccccc2c1=O	-0.1	-18.4	5.1	-1.6	2.1	-26.8	-9.2	20.1	-4.8
Cc1cnc(CN(C)C(=O)CC2C(=O)NCCN2CCCc2ccccc2)[nH]1 (stereo unspecified)	7.7	25.2	-0.9	-2.7	2.0	1.5	-3.1	4.7	-8.0
CC(C)c1ccccc1OCCNC(=O)c1cncc(Br)c1	3.7	12.6	5.1	-4.2	0.2	-8.4	-0.9	8.7	47.1*
COc1ccc(OC)c(-c2nnc(SCC(=O)N3CCCC3)o2)c1	16.5	12.7	-7.0	1.1	-1.4	5.6	-1.9	7.3	-4.1
Cc1cccc2cc(COC(=O)c3ccco3)c(=O)[nH]c12	-10.6	-18.0	-2.5	-1.0	0.7	7.3	-1.7	-0.9	-5.6
CC1CCN(C(=O)C2COc3ccccc3O2)CC1 (stereo unspecified)	-10.4	-8.3	-13.9	-0.5	5.7	-5.2	1.1	14.4	-5.6
CCOC(=O)C1=C(C)N(Cc2ccccc2)C(=O)NC1c1ccccc1OS(=O)(=O)c1ccccc1[N+](=O)[O-] (stereo unspecified)	24.0	-4.1	12.1	-3.1	1.8	-13.8	0.3	9.0	1.5
CC1CCN(C(=O)c2ccc3c(=O)n4c(nc3c2)CCCCC4)CC1	10.4	4.8	-34.5	-3.5	-3.5	0.2	-1.5	11.1	-7.0

Some of these compounds in order of their number in Jurkat NFkB inh, falling:
Compound	Jurkat NFkB inh	Mdm2 MdmX PPI	XBP1 UPR activ	697 NFkB inh	CXCR6 block	CCR6 antagonist	EBI2 antag
CCOC(=O)C1=C(C)N(Cc2ccccc2)C(=O)NC1c1ccccc1OS(=O)(=O)c1ccccc1[N+](=O)[O-] (stereo unspecified)	24.0	-4.1	-3.1	-13.8	0.3	9.0	1.5
COc1ccc(OC)c(-c2nnc(SCC(=O)N3CCCC3)o2)c1	16.5	12.7	1.1	5.6	-1.9	7.3	-4.1
COc1ccc(OC)c(-n2c(CNC3CCN(Cc4ccccc4)CC3)nc3ccccc3c2=O)c1	-7.5	6.5	0.1	-17.4	-2.6	6.2	-5.9
